# Assay outcomes from PubChem BioAssay.
# BH1578 lux ind – inducers of Vibrio cholerae quorum light production without autoinducers; V. cholerae BH1578 lux reporter, luminescence, 6 h; activation, % at 18.7 µM; 0.16% of 350,000 active; AID 588436; in the data active means activation mostly above about 9.7%, no sharp cut-off; inconclusive means no clear call, values can overlap the other calls; inactive means mostly below about 3.7%; further: not every result past the cut was called active; inactives centre near 0; reference of the scale not given here
# Y pestis TopoI – Y. pestis Topo-I inhibition via cleavage products. 0.064% of 360,000 active. Y. pestis Topo-I cleavage product accumulation, plate reader. AID 504884. activity, % at 10 µM; in the data active means activity above about 50%, passing the limit was not always enough; inconclusive means no clear call, values can overlap the other calls; further: inactives centre near 2
# Anthrax LF prot – inhibitors of Bacillus anthracis lethal factor protease. multiplex microsphere protease cleavage assay, LF. inhibition, % at 10 µM. 0.12% of 360,000 active. AID 588501; further: plate controls were buffer without enzyme for full effect and enzyme alone for no effect
# CCHF vOTU inh – CCHFV vOTU protease inhibition; Pep-AMC fluorescence; inhibition, % at 11.5 µM; 0.55% of 370,000 active; in the data active means inhibition above about 30%; further: 0% = vehicle wells with enzyme and 100% = no enzyme wells
# BoNT-A LC inh2 – BoNT A light chain protease inhibition | multiplex microsphere protease substrate cleavage, flow cytometry | AID 588499 | inhibition, % at 10 µM | 0.17% of 360,000 active; further: plate controls were buffer without enzyme for full effect and enzyme alone for no effect
# TcdB GH inh – TcdB glycohydrolase inhibition; inhibition, % at 9.99 µM; TcdB glycohydrolase enzymatic assay, plate reader; P18177; AID 652162; 0.24% of 350,000 active; in the data active means inhibition above about 10%
# Target sequence (P18177 whole entry, looked up): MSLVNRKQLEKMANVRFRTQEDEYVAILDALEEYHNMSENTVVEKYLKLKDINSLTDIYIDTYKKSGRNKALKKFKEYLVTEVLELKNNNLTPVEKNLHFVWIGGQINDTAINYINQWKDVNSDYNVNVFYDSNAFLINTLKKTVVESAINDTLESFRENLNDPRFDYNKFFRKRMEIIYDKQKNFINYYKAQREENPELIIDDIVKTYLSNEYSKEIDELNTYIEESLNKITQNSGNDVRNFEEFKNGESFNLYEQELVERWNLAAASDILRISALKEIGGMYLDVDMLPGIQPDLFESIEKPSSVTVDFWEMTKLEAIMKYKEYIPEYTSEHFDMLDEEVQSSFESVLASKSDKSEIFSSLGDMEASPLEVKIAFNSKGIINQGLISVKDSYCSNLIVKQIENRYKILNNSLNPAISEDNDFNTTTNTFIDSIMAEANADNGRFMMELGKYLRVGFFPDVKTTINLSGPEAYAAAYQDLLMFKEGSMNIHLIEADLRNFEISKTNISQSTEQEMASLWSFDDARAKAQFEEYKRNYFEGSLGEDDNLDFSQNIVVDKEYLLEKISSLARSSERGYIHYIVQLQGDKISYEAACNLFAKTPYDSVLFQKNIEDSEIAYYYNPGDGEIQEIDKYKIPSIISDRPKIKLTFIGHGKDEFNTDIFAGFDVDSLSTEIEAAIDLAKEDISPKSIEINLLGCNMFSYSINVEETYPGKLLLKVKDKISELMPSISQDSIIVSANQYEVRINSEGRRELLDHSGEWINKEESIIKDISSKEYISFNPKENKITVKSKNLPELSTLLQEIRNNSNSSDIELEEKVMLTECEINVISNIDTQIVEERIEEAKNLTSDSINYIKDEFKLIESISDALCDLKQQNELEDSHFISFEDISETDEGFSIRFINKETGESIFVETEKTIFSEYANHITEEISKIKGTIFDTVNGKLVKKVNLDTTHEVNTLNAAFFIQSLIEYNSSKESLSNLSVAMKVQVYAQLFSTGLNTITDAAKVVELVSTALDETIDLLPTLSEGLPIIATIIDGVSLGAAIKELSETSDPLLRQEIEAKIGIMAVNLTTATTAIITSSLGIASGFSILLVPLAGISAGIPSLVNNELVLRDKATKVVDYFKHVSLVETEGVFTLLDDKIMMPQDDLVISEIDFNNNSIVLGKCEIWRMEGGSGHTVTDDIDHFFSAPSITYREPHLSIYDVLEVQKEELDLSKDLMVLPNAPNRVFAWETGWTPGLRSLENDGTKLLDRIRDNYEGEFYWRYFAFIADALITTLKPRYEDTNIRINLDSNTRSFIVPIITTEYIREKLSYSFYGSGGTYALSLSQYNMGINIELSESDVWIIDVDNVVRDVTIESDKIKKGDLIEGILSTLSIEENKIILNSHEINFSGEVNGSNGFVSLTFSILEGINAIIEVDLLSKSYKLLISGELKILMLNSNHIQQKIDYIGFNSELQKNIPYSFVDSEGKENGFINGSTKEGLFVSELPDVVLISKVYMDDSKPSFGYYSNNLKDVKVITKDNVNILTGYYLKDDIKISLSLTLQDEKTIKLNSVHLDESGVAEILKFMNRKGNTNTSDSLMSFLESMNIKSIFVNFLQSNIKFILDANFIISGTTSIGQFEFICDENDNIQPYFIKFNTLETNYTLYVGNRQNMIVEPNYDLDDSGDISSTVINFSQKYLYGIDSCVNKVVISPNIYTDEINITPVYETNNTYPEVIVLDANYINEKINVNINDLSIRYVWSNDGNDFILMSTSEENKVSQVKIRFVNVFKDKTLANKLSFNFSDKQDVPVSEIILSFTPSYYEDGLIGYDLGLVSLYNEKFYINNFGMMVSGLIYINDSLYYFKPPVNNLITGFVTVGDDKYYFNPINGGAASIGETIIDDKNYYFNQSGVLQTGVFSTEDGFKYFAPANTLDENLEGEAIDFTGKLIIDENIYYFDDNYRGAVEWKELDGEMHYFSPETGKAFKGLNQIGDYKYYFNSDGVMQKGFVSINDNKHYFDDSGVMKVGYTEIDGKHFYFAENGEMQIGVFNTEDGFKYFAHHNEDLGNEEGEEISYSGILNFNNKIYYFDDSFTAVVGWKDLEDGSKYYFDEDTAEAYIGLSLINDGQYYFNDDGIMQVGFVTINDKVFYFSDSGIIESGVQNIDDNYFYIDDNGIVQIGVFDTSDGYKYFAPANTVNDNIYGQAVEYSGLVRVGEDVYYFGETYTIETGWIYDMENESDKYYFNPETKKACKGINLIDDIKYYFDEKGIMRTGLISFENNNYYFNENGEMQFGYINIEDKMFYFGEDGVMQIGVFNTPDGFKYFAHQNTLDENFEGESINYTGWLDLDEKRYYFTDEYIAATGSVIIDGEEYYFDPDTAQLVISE
# DUSP3 inh – inhibitors of human VHR1 phosphatase (DUSP3); P51452; recombinant VHR phosphatase, pNPP absorbance; inhibition, % at 13.3 µM; 0.52% of 290,000 active; AID 1654; in the data active means inhibition above about 50%; further: some compounds called inactive have numbers as strong as hits
# SSB-PriA inh – blocks PriA binding to SSB C-terminal tail; AlphaScreen SSBct-PriA binding, biotinylated peptide; inhibition, % at 33 µM; 0.6% of 430,000 active; AID 1272365; in the data active means inhibition mostly above about 37%, no sharp cut-off; inactive means mostly below about 20%;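 further: plate controls were negative control peptide for no effect and reference peptide for full effect; strong numbers were not always called active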
# 3CLpro inhibitor – SARS-CoV 3CLpro protease inhibition. P0C6X7. recombinant SARS-CoV 3CLpro, quenched FRET peptide cleavage. inhibition, % at 6 µM. 0.14% of 290,000 active. AID 1706; in the data active means inhibition above about 12%
# PfHsp40 yeast – restores yeast growth despite PfHsp40 toxicity; 0.68% of 340,000 active; AID 504582; S. cerevisiae expressing PfHsp40, growth rescue, ATP luminescence; growth rescue, % at 12.5 µM; in the data active means growth rescue above about 28%, passing the limit was not always enough; inconclusive means no clear call, values can overlap the other calls;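 further: yeast W303a lacking pdr1 and pdr3 grown in galactose medium; growth measured after three days at 30 °C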
# Starred values were filed as active, the others as inactive; i = inactive; ? = inconclusive; . = no result given; & = joins results of further samples. Unless noted, no stated cut-off is given here; in the data, active means inhibition above about 30%; inconclusive means no clear call, values can overlap the other calls; inactive means below that. Some of the compounds tested; the hit share may differ from the screen's.
SMILES,BH1578 lux ind,Y pestis TopoI,Anthrax LF prot,CCHF vOTU inh,BoNT-A LC inh2,TcdB GH inh,DUSP3 inh,SSB-PriA inh,3CLpro inhibitor,PfHsp40 yeast
COc1cccc(C(=O)OC(C)C(=O)Nc2ccc3c(c2)OCO3)c1 (stereo not drawn),i,0,-3,-5,0.1,1.6,.,-4,.,-1.5
CCC(C(=O)OCc1csc(CC(=O)Nc2ccccc2C)n1)c1ccccc1 (stereo not drawn),-1.4,-5,-4,21,1.9,0.3,.,-14,.,1.1
Cc1ccc(C(=O)NCC(c2ccc(F)cc2)N2CCOCC2)cc1 (stereo not drawn),-0.4,-1,1,-14,0.2,0.3,4,-5,1,-1.5
COc1cccc(Cn2cccc(NC(=O)Nc3cccc(C#N)c3)c2=O)c1,.,.,.,1,.,-0.3,17,-12,2,.
CC1CCN(S(=O)(=O)c2ccc3c(c2)oc(=O)n3CC(=O)N2CCc3ccccc3C2)CC1,-0.4,-2,-1,-7,-0.2,1.7,42,-14,1,1.4
COc1ccccc1N1C(=O)C2C3C=CC(C3)C2(C)C1=O (stereo not drawn),i,2,2,3,0.1,.,11,-9,-1,0.6
CCCc1cc(N2CCCC(C(=O)Nc3cc(Cl)ccc3OC)C2)n2ncnc2n1 (stereo not drawn),-2.7,18,1,-15,?,.,.,13,3,-2.3
CCOc1ccc(C(=O)NC2CCN(C(=O)Nc3ccccc3OC)CC2)cc1,i,-4,11,-3,-0.4,.,-14,0,-8,-1.0
Cc1ccc2occ(C(=O)c3ccco3)c(=O)c2c1,i,6,1,5,-1.5,1.3,20,5,1,0.1
O=C(N/N=C\c1ccc(Oc2ccccc2)cc1)c1csnn1,0.1,6,-9,1,-0.4,2.4,-2,.,-4,0.0
Cc1ccc(N2C(=O)CSC2c2cccnc2)cc1F (stereo not drawn),-0.3,-1,0,-4,0.3,.,20,-25,-3,0.3
CCc1cc(C=NC2CCCCC2)c(O)s1,1.7,-4,-5,-1,-0.9,.,-4,-11,-1,0.1
CC(C)CCN1CCN(Cc2ccoc2)CC1CCO (stereo not drawn),i,4,-3,1,-0.2,-1.0,12,-6,5,0.5
CN1C(=O)CC(Sc2ncccc2C(=O)O)C1=O (stereo not drawn),i,1,4,-5,-0.1,.,24,-13,1,0.7
Cc1ccccc1OCc1nnc(SCC(=O)Nc2ccc(N3CCOCC3)cc2)n1C,-0.4,-6,-14,2,-3.2,0.5,21,-3,-1,0.2
COc1ccccc1C(=O)NNC(=O)c1ccc(Cl)cc1,0.5,1,-2,-14,0.5,0.3,-10,5,-2,-1.3
CCC(Oc1ccccc1F)C(=O)NCCN1CCOCC1 (stereo not drawn),-0.7,-12,3,-21,1.8,-0.1,8,-9,1,1.2
O=S(=O)(NCC(c1ccc2c(c1)OCO2)N1CCOCC1)c1ccccc1 (stereo not drawn),i,8,2,-6,-6.9,0.7,.,-6,.,2.1
CCOC(=O)c1nnn(-c2nonc2N)c1COc1ccccc1,-0.6,-6,-2,4,-0.3,.,18,-13,0,1.1
COc1cc(CC(=O)NCc2ccc3c(c2)OCO3)cc(OC)c1OC,-0.7,-4,-2,1,-0.1,.,-6,-11,-5,-1.4
CCNS(=O)(=O)c1ccc(-c2ccc(-n3cnnn3)cc2)cc1,i,6,-8,2,0.0,0.5,21,3,-1,1.8
O=c1[nH]c2ccc(Cl)cc2c(O)c1Cc1ccccc1,-0.6,5,-6,-13,-0.1,2.3,-1,-9,2,1.3
CC(C)CCN1C(Nc2ccccc2)=NC[C@@H]1Cc1ccccc1,-4.5,-5,-4,6,-0.7,0.1,24,-10,-2,-1.4
COc1cc(/C=C(\C#N)C(=O)NC2CCCCC2C)ccc1OS(=O)(=O)c1ccc(C)cc1 (stereo not drawn),i,17,-1,5,0.1,.,23,-4,6,0.3
Cc1ccc(NC2CCCN(C(=O)CCn3nccc3C)C2)cc1C (stereo not drawn),-0.1,-3,1,-7,0.7,-0.8,54*,-7,-5,-1.4
CCOC(=O)C1CCN(C(=O)COc2cccc3ccccc23)CC1,-0.3,13,1,10,0.8,-1.4,1,-9,-5,-0.6
COCCCNC(=O)C[C@H]1C[C@H](C(=O)N(C(C)C)C(C)C)[C@@]2(C)c3[nH]c4cc(CCC(=O)N(C)C)ccc4c3CCN2C1=O,-0.5,10,-2,1,-0.2,0.5,.,-12,.,-0.3
C(=C/c1nccc2c1[nH]c1ccccc12)/c1ccc2c(c1)OCO2,1.3,-32,2,-6,11,1.8,38,-14,-3,0.6
O=S(=O)(c1ccccc1)N1CCc2ccccc21,-0.4,2,2,4,-2.0,2.1,.,-16,.,-1.0
O=C(COC(=O)CCc1nc2ccccc2n1-c1ccccc1)Nc1cccc(Cl)c1,i,5,-3,-15,1.4,.,7,-6,1,1.6
COc1ccc(CCC(=O)Nc2nc3c(s2)CN(C)CC3)cc1OC,2.6,-1,-2,20,0.4,.,15,-3,-1,0.0
Cc1cccc(N(C(=O)c2csnn2)C(C(=O)NC(C)(C)C)c2ccncc2)c1 (stereo not drawn),-0.4,12,-3,5,-0.3,-0.6,16,-15,4,0.2
O=C1NC[C@H](Cc2ccccc2)N(C[C@H]2CCCN2C[C@H](Cc2ccccc2)N2C[C@H](Cc3ccccc3)N(CC3CCCCC3)C(=O)C2=O)C1=O,-1.0,27,-7,20,0.4,-1.7,.,1,.,0.1
Cn1c(N)c(C(=O)COC(=O)C2CCCC2)c(=O)n(C)c1=O,-0.2,-3,-4,-13,-0.3,0.5,2,7,1,-0.4
COc1ccc(CCNC(=O)CCS(=O)(=O)c2ccc3c(c2)CCN3C(C)=O)cc1OC,-1.4,1,0,11,-0.1,.,38,-22,3,1.4
CC(=O)Nc1ccc(NC(=O)CSc2nnc(NC(=O)C3CC(=O)N(c4ccc(F)cc4)C3)s2)cc1 (stereo not drawn),i,10,-1,-11,-1.2,1.3,9,-15,-5,0.3
O=C(NCCN1CCOCC1)c1csc2c1CCCCC2,-0.4,5,-1,-6,0.6,0.7,27,8,-9,-0.2
COc1cccc(NC(=O)COC(=O)C2=NN(c3ccccc3)C(=O)CC2)c1,.,-2,6,8,1.6,-1.0,.,2,.,-1.4
CCOc1ncccc1C(=O)Nc1cc(S(=O)(=O)N2CCCCC2)ccc1Cl,i,1,2,2,3.1,-0.8,.,-2,.,-0.2
CCOC(=O)N1CCN(C(=O)c2ccc(N(C)S(=O)(=O)c3ccc(C)cc3)cc2)CC1,-0.8,5,2,-4,-1.1,1.3,14,-9,4,1.1
O=C(Nc1nc(-c2ccc(S(=O)(=O)N3CCOCC3)cc2)cs1)c1ccccc1,1.6,13&-1,-1&0,9&3,0.0&-0.5,1.2,6,5,-3,-1.5&-1.1
COc1ccc(C(=O)Nc2c(F)c(F)c(F)c(F)c2F)cc1OC,.,.,1,1,0.4,-1.5,.,.,.,.
O=C(Cc1ccc(Cl)cc1)N1CCN(C(=O)c2ccco2)CC1,-11,11,-3,6,-0.8,.,13,-9,-1,-0.8
O=C(COC(=O)/C=C/c1ccccc1)Nc1cccnc1Cl,i,9,0,-13,-0.7,-1.9,.,-1,.,-0.2
COC(=O)C1C(O)=C(C(C)=N)C(=O)CC1(C)C (stereo not drawn),0.5,2,2,8,0.2,.,29,-11,2,-1.4
Cc1ccc(NC(=O)C2Oc3ccccc3OC2C)cc1 (stereo not drawn),4.9,4,12,-16,3.0,1.6,-4,-7,-4,1.6
CC(C)c1ccc(N(C(=O)c2ccc3c(c2)OCO3)C2C=CS(=O)(=O)C2)cc1 (stereo not drawn),-0.5,22,-2,4,1.7,-1.6,4,-3,0,-2.2
CSCCC(NC(=O)OCc1ccccc1)C(=O)O (stereo not drawn),-1.0,6,0,6,0.8,.,-14,-9,1,0.4
COC(OC)c1nc(SCC(=O)Nc2cccc(Cl)c2)ncc1C(=O)O,-1.0,1,2,3,-3.6,1.7,10,-3,6,-0.1
CCCCN(C)Cc1c(C)[nH]c2c(Cl)cccc2c1=O,i,-6,5,-2,0.6,0.2,10,-4,0,-0.4
O=C(OCCOc1cccc(Cl)c1)c1cc(S(=O)(=O)N2CCCCC2)ccc1N1CCOCC1,-0.1,44,1,2,-8.2,1.2,.,-8,.,0.3
CCN(CC)c1ccc(C(=O)NNC(=O)c2cccn2C)cc1,i,0,.,-1,.,2.4,.,-7,.,3.5
O=C1COc2ccc(S(=O)(=O)N3CCCCCC3)cc2N1,-0.5,0,-2,13,0.5,2.2,-28,-19,-2,-0.7
O=C(NC1CCCC1)c1cc(=O)[nH]c2ccccc12,-0.1,-1,.,-9,.,0.3,-12,1,4,-1.9
Cc1nc(N2CCOCC2)nc(OCCN2CCOCC2)c1[N+](=O)[O-],i,-5,0,9,-0.6,-0.6,-6,-13,0,-0.9
Cc1ccc(CC(=O)Nc2ccc(F)c([N+](=O)[O-])c2)cc1C,0.3,-1,-4,-3,-0.4,-1.6,7,3,3,0.3
COc1ccc(/C=C2\C(=O)ON=C2c2ccccc2)cc1,0.5,-11,-10,3,-0.6,-0.6,42,2,3,0.2
C=C(C)C(=O)N1CC2(CC(c3cccc(NC(=O)/C=C\C=C/C)c3)=NO2)C[C@H]1C(N)=O (stereo partly drawn),i,13,-3,3,-0.1,-2.6,0,-6,.,-1.3
CSc1ccccc1C(=O)N1CCCC(CCC(=O)NCc2ccc(F)c(F)c2)C1 (stereo not drawn),i,23,-1,23,-1.9,1.8,31,-3,-2,0.3
Cc1nc(C)c(NC(=O)N2CCc3ccccc32)cc1NC(=O)N1CCc2ccccc21,0.4,26,-2,14,-0.5,.,16,-3,-1,2.4

# Next section (5 carried over from the part before).
SMILES,BH1578 lux ind,Y pestis TopoI,Anthrax LF prot,CCHF vOTU inh,BoNT-A LC inh2,TcdB GH inh,DUSP3 inh,SSB-PriA inh,3CLpro inhibitor,PfHsp40 yeast
Cc1ccc(CC(=O)Nc2ccc(F)c([N+](=O)[O-])c2)cc1C,0.3,-1,-4,-3,-0.4,-1.6,7,3,3,0.3
COc1ccc(/C=C2\C(=O)ON=C2c2ccccc2)cc1,0.5,-11,-10,3,-0.6,-0.6,42,2,3,0.2
C=C(C)C(=O)N1CC2(CC(c3cccc(NC(=O)/C=C\C=C/C)c3)=NO2)C[C@H]1C(N)=O (stereo partly drawn),i,13,-3,3,-0.1,-2.6,0,-6,.,-1.3
CSc1ccccc1C(=O)N1CCCC(CCC(=O)NCc2ccc(F)c(F)c2)C1 (stereo not drawn),i,23,-1,23,-1.9,1.8,31,-3,-2,0.3
Cc1nc(C)c(NC(=O)N2CCc3ccccc32)cc1NC(=O)N1CCc2ccccc21,0.4,26,-2,14,-0.5,.,16,-3,-1,2.4
CC(C)[C@H](NC(=O)N1CC(=O)Nc2ccccc21)C(=O)N[C@H](Cc1c[nH]c2ccccc12)C(=O)O,-0.5,7,-2,0,-0.1,0.9,-4,-17,2,-0.2
CC1=C(C)CC(C(=O)NCc2cccc(Cl)c2)C(C(=O)O)C1 (stereo not drawn),-0.3,-4,-6,-2,0.8,1.9,30,.,-5,0.6
CCOc1ccc(C(=O)CC(=O)C(=O)NCCc2ccc(OC)c(OC)c2)cc1,-1.5,11,1,13,2.1,0.8,-4,-1,-4,0.1
O=C(COc1ccccc1[N+](=O)[O-])N1CCN(c2ccccn2)CC1,-0.2,-6,-2,2,-2.2,0.4,.,-2,.,0.4
CN1CCN(c2nc(-c3ccccc3)nc3c2oc2ccccc23)CC1,i,-1,-2,-2,-0.7,.,21,-5,.,0.3
CNc1oc(Cc2cccc3ccccc23)nc1C#N,i,-4,-4,-1,-3.8,.,15,-1,0,0.8
